High-throughput results as filed in PubChem.
Growth percent in the NCI-60 one-dose screen (48 h, 10 µM unless noted): 100 = growth as untreated, 0 = no growth, -100 = all killed.
SF-268 = SF-268 CNS cancer cells; hit rate 3.1% among 82,000; AID 1794759
OVCAR-8 = OVCAR-8 ovarian cancer. hit rate 4.4% among 81,000. AID 1794782
SF-295 = SF-295 CNS cancer cells; hit rate 5.6% among 79,000; AID 1794758
OVCAR-3 = OVCAR-3 ovarian cancer; hit rate 7% among 79,000; AID 1794787
DU-145 = DU-145 prostate cancer; hit rate 4.2% among 81,000; AID 1794760
SF-539 = SF-539 CNS cancer | hit rate 6.8% among 81,000 | AID 1794752
SNB-19 = SNB-19 CNS cancer cells; hit rate 2.5% among 81,000
U251 = U251 CNS tumor cells | hit rate 5.4% among 80,000 | AID 1794753
PC-3 = PC-3 prostate cancer cells. AID 1794754. hit rate 3.9% among 80,000
* marks the source's active call; other numbers are inactive results; & = joins results of further samples. Rule for the calls: active = growth percent below 10; inactive = the rest. No enrichment for hits, and some 10% of all compounds hit somewhere here.

CCN(CC)c1ccc(C2CC(c3cc(OC)c(OC)c(OC)c3)=NN2)cc1 (configuration not stated) was read as SF-268 28, OVCAR-8 6.5*, SF-295 34, DU-145 -36*, SF-539 -43*, SNB-19 14, U251 33 and PC-3 26.
`COc1ccc(NC(=O)N/N=C/c2c[nH]c3ccccc23)cc1` gave SF-268 56, OVCAR-8 20, SF-295 16, OVCAR-3 -34*, DU-145 28, SF-539 -14*, SNB-19 47, U251 28 and PC-3 49.
For CC(=O)CC(=O)NCc1ccccc1 the results were SF-268 109, OVCAR-8 101, SF-295 106, OVCAR-3 122, DU-145 99, SF-539 102, SNB-19 109, U251 102 and PC-3 101.
Screening C/C(=N\N1C(=O)c2ccccc2NC1c1ccc(N(C)C)cc1)c1c(O)cc(C)oc1=O (configuration not stated) returned SF-268 103, OVCAR-8 99, SF-295 111, OVCAR-3 106, DU-145 108, SF-539 102, SNB-19 94, U251 100 and PC-3 92.
Cc1ncc([N+](=O)[O-])n1CC(C)O (configuration not stated) was read as SF-268 110, OVCAR-8 97, SF-295 106, OVCAR-3 112, DU-145 113, SF-539 105, SNB-19 107, U251 97 and PC-3 94.
For CC1(C)NC2=C(C(Nc3cccnc3)N1)C(c1ccc(Cl)cc1Cl)C(C(=O)c1ccc(N=[N+]=[N-])cc1)O2 (configuration not stated) the results were SF-268 99, OVCAR-8 100, SF-295 103, OVCAR-3 109, DU-145 105, SF-539 97, SNB-19 96, U251 93 and PC-3 107.
For CCOC(=O)[C@@H](CSSCCOC(=O)Oc1ncc(F)c(=O)[nH]1)NC(=O)[C@H](C)c1ccc2cc(OC)ccc2c1 the results were SF-268 98, OVCAR-8 111, SF-295 102, OVCAR-3 97, DU-145 95, SF-539 103, SNB-19 99, U251 105 and PC-3 101.
For O=C(O)c1ccc(C(=O)O)c(O)c1O the results were SF-268 113, OVCAR-8 107, SF-295 87, OVCAR-3 126, DU-145 135, SF-539 124, SNB-19 116, U251 102 and PC-3 98.
For C=C[C@@]1(C)CC(=O)[C@@H](C(C)(C)c2cn(C)c3ccc(Br)cc23)C[C@@H]1O[Si](C)(C)C(C)(C)C the results were SF-268 96, OVCAR-8 101, SF-295 103, OVCAR-3 103, DU-145 95, SF-539 97, SNB-19 99, U251 97 and PC-3 84.
COc1ccc(-c2nn(-c3ccccc3)cc2-c2nc3ccccc3[nH]2)cc1 was read as SF-268 94, OVCAR-8 95, SF-295 105, OVCAR-3 100, DU-145 111, SF-539 97, SNB-19 92, U251 94 and PC-3 97.
COc1ccc(C(=O)C[n+]2cccc3cc[nH]c32)cc1OC was read as SF-268 95, OVCAR-8 101, SF-295 97, OVCAR-3 107, DU-145 110, SF-539 99, SNB-19 101, U251 103 and PC-3 100.
CC(C)Cc1ccccn1 was read as SF-268 91, OVCAR-8 103, SF-295 101, OVCAR-3 104, DU-145 114, SF-539 98, SNB-19 100, U251 99 and PC-3 94.
Screening COC(=O)C(N)CCCCNC(c1ccccc1)(c1ccccc1)c1ccccc1 (configuration not stated) returned SF-268 111, OVCAR-8 91, SF-295 90, OVCAR-3 104, DU-145 112, SF-539 101, SNB-19 100, U251 103 and PC-3 87.
`O=C(C[n+]1cccc2ccccc21)c1ccccc1` gave SF-268 97, OVCAR-8 104, SF-295 102, OVCAR-3 104, DU-145 109, SF-539 98, SNB-19 102, U251 99 and PC-3 88.
CN(C)N=Nc1ccc2cnn(C(=O)Nc3ccc(Cc4ccccc4)cc3)c2c1 was read as SF-268 90, OVCAR-8 102, SF-295 109, OVCAR-3 104, DU-145 105, SF-539 103, SNB-19 104, U251 97 and PC-3 106.
Screening CC(Nc1ccc(S(=O)(=O)Nc2ncccn2)cc1)c1ccc2cccnc2c1O (configuration not stated) returned SF-268 92, OVCAR-8 101, SF-295 106, OVCAR-3 102, DU-145 104, SF-539 99, SNB-19 127, U251 104 and PC-3 101.
`Clc1cccc(N=C2CCCCC2)c1` gave SF-268 93, OVCAR-8 101, SF-295 101, OVCAR-3 97, DU-145 94, SF-539 114, SNB-19 101, U251 99 and PC-3 90.
O=C(/C=C\c1ccc2c(c1)OCO2)/C=C/c1ccc2c(c1)OCO2 was read as SF-268 93, OVCAR-8 101, SF-295 90, OVCAR-3 70, DU-145 91, SF-539 26, SNB-19 69, U251 19 and PC-3 91.
For CCOC(=O)c1cn2ncnc(Oc3ccc(NC(=O)NCCN4CCOCC4)c(Cl)c3)c2c1C the results were SF-268 95, OVCAR-8 101, SF-295 98, OVCAR-3 105, DU-145 109, SF-539 96, SNB-19 95, U251 98 and PC-3 91.
`Nc1nc(SCC2(CCl)COC2)c2[nH]cnc2n1` gave SF-268 99, OVCAR-8 96, SF-295 110, OVCAR-3 109, DU-145 116, SF-539 100, SNB-19 99, U251 101 and PC-3 93.
CCCCCCCCCCCCCCCCCCNCc1ccc(Cl)cc1 was read as SF-268 -64*, OVCAR-8 -63*, SF-295 -47*, OVCAR-3 -88*, DU-145 -91*, SF-539 -88*, SNB-19 -68*, U251 -85* and PC-3 -89*.
`COC(=O)/C=C/c1cn(Cc2ccccc2)c2ccc(Br)cc12` gave SF-268 76, OVCAR-8 99, SF-295 94, OVCAR-3 60, DU-145 94, SF-539 85, SNB-19 67, U251 82 and PC-3 87.
`COc1ccc(Cc2n[nH]c(=S)n2-c2ccc(Cl)cc2)cc1` gave SF-268 103, OVCAR-8 104, SF-295 102, OVCAR-3 110, DU-145 105, SF-539 94, SNB-19 97, U251 101 and PC-3 96.
For CCN(CC)C(=O)C(c1ccccc1)S(=O)(=O)N1CCOCC1 (configuration not stated) the results were SF-268 103&108, OVCAR-8 88&100, SF-295 96&102, OVCAR-3 115&112, DU-145 113&115, SF-539 100&95, SNB-19 100&100, U251 101 and PC-3 106&95.

A draw from above in order of heavy-atom count, low to high:
`Nc1nc(SCC2(CCl)COC2)c2[nH]cnc2n1` gave SF-268 99, OVCAR-8 96, SF-295 110, OVCAR-3 109, DU-145 116, SF-539 100, SNB-19 99, U251 101 and PC-3 93.
`O=C(C[n+]1cccc2ccccc21)c1ccccc1` gave SF-268 97, OVCAR-8 104, SF-295 102, OVCAR-3 104, DU-145 109, SF-539 98, SNB-19 102, U251 99 and PC-3 88.
`COc1ccc(Cc2n[nH]c(=S)n2-c2ccc(Cl)cc2)cc1` gave SF-268 103, OVCAR-8 104, SF-295 102, OVCAR-3 110, DU-145 105, SF-539 94, SNB-19 97, U251 101 and PC-3 96.
For CCN(CC)C(=O)C(c1ccccc1)S(=O)(=O)N1CCOCC1 (configuration not stated) the results were SF-268 103&108, OVCAR-8 88&100, SF-295 96&102, OVCAR-3 115&112, DU-145 113&115, SF-539 100&95, SNB-19 100&100, U251 101 and PC-3 106&95.
O=C(/C=C\c1ccc2c(c1)OCO2)/C=C/c1ccc2c(c1)OCO2 was read as SF-268 93, OVCAR-8 101, SF-295 90, OVCAR-3 70, DU-145 91, SF-539 26, SNB-19 69, U251 19 and PC-3 91.
CCCCCCCCCCCCCCCCCCNCc1ccc(Cl)cc1 was read as SF-268 -64*, OVCAR-8 -63*, SF-295 -47*, OVCAR-3 -88*, DU-145 -91*, SF-539 -88*, SNB-19 -68*, U251 -85* and PC-3 -89*.
CN(C)N=Nc1ccc2cnn(C(=O)Nc3ccc(Cc4ccccc4)cc3)c2c1 was read as SF-268 90, OVCAR-8 102, SF-295 109, OVCAR-3 104, DU-145 105, SF-539 103, SNB-19 104, U251 97 and PC-3 106.
For CCOC(=O)c1cn2ncnc(Oc3ccc(NC(=O)NCCN4CCOCC4)c(Cl)c3)c2c1C the results were SF-268 95, OVCAR-8 101, SF-295 98, OVCAR-3 105, DU-145 109, SF-539 96, SNB-19 95, U251 98 and PC-3 91.

Carrying on:
O=c1c2ccccc2n2cnc3ccc(Cl)c1c32 was read as SF-268 87, OVCAR-8 78, SF-295 86, OVCAR-3 85, DU-145 63, SF-539 88, SNB-19 84, U251 78 and PC-3 85.
Cc1ccc(-c2cc(-c3ccccn3)[nH]c(=O)c2C#N)cc1 was read as SF-268 96, OVCAR-8 100, SF-295 99, OVCAR-3 98, DU-145 100, SF-539 99, SNB-19 95, U251 97 and PC-3 104.
For CC(O)C(O)C(O)C(O)/C=N\Nc1ccccc1 (configuration not stated) the results were SF-268 95, OVCAR-8 90, SF-295 97, OVCAR-3 101, DU-145 104, SF-539 97, SNB-19 91, U251 87 and PC-3 77.
Screening CCn1c(SCC(=O)N/N=C/c2ccc(F)cc2)nc2c1c(=O)n(C)c(=O)n2C returned SF-268 96, OVCAR-8 100, SF-295 101, OVCAR-3 113, DU-145 104, SF-539 95, SNB-19 98, U251 100 and PC-3 95.
COc1ccc(N=C2OC(=O)c3ccccc32)cc1 was read as SF-268 97, OVCAR-8 96, SF-295 100, OVCAR-3 119, DU-145 105, SF-539 107, SNB-19 95, U251 101 and PC-3 95.
Screening Nc1nnc(-c2cc(=O)oc3ccc4ccccc4c23)s1 returned SF-268 97, OVCAR-8 101, SF-295 100, OVCAR-3 102, DU-145 104, SF-539 97, SNB-19 95, U251 103 and PC-3 94.
`COc1ccc(/C=N/NC(=O)c2cccnc2)c(OC)c1OC` gave SF-268 106, OVCAR-8 104, SF-295 98, OVCAR-3 112, DU-145 117, SF-539 105, SNB-19 102, U251 96 and PC-3 102.
`CCc1c(C(=O)NCc2c(O)ccc3cccc(O)c23)[nH]c(C)c1C(C)=O` gave SF-268 31, OVCAR-8 38, SF-295 12, OVCAR-3 13, DU-145 55, SF-539 56, SNB-19 53, U251 33 and PC-3 27.
CCCCCCCOC(=O)NC1c2ccccc2Oc2ccccc21 was read as SF-268 98, OVCAR-8 97, SF-295 103, OVCAR-3 104, DU-145 100, SF-539 89, SNB-19 105, U251 93 and PC-3 90.
CCN(CC)CCN1C(=O)c2c(c3c4ccccc4[nH]c3c3ccc4ccccc4c23)C1=O was read as SF-268 -45*, OVCAR-8 -29*, SF-295 48, OVCAR-3 109, DU-145 -92*, SF-539 -86*, SNB-19 85, U251 -89* and PC-3 -75*.
For COCCOc1ccc(-c2csc(NC(=O)CN3CCN(CCO)CC3)n2)cc1NS(=O)(=O)c1cccc2c(N(C)C)cccc12 the results were SF-268 91, OVCAR-8 81, SF-295 70, DU-145 92, SF-539 62, SNB-19 62, U251 49 and PC-3 76.
`CC(=O)Oc1ccc(/C=C/C(=O)N[C@@H](Cc2ccccc2)C(O)C(=O)NCc2ccccc2)cc1OC(C)=O` (some centres not stated) gave SF-268 68, OVCAR-8 76, SF-295 100, OVCAR-3 85, DU-145 91, SF-539 71, SNB-19 84, U251 74 and PC-3 77.
For CNC1=C(Br)C(=O)c2c(C(=O)OC)c(C)nc(C)c2C1=O the results were SF-268 74, OVCAR-8 39, SF-295 78, OVCAR-3 1.8*, DU-145 58, SF-539 83, SNB-19 83, U251 71 and PC-3 49.
For O=C(CCCN1CCC2(CCCCC2)CC1)c1ccc(F)cc1 the results were SF-268 94, OVCAR-8 111, SF-295 83, OVCAR-3 105, DU-145 105, SF-539 118, SNB-19 106, U251 99 and PC-3 111.
Cc1cc(NC(=O)c2ccc(-c3ccccc3)cc2)no1 was read as SF-268 80, OVCAR-8 63, SF-295 46, OVCAR-3 62, DU-145 69, SF-539 77, SNB-19 83, U251 57 and PC-3 61.

Quoted at random: 2 compounds from above
`CC(=O)Oc1ccc(/C=C/C(=O)N[C@@H](Cc2ccccc2)C(O)C(=O)NCc2ccccc2)cc1OC(C)=O` (some centres not stated) gave SF-268 68, OVCAR-8 76, SF-295 100, OVCAR-3 85, DU-145 91, SF-539 71, SNB-19 84, U251 74 and PC-3 77.
Cc1ccc(-c2cc(-c3ccccn3)[nH]c(=O)c2C#N)cc1 was read as SF-268 96, OVCAR-8 100, SF-295 99, OVCAR-3 98, DU-145 100, SF-539 99, SNB-19 95, U251 97 and PC-3 104.
